Screens as filed in PubChem.
Efflux pump mplx = inhibitors of Candida efflux pumps in yeast, primary screen, S. cerevisiae, Nile Red, multiplex. AID 485275, 2010. S. cerevisiae Candida pump triplex. inhibition, % at 10 µM. 330,000 compounds, 0.44% hits;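 active means plate passing quality check with inhibition over a set limit, or well fluorescence over plate mean plus 4 SD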;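 further: Nile Red retained in pooled yeast measured as flow cytometry median fluorescence; 0% = buffer negative control and 100% = Enniatin B positive control; higher means more Nile Red kept so more efflux inhibition; some compounds called inactive have numbers as strong as hits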
PP1 inh = PP1-alpha phosphatase inhibitors, primary screen, counter-screen for PP5 inhibitor project, biochemical, fluorescence, OMFP substrate, single point. purified PP1alpha. Serine/threonine-protein phosphatase PP1-alpha catalytic subunit (Homo sapiens), P62136. 320,000 compounds, 0.9% hits. AID 2235, 2010. inhibition, % at 6.7 µM;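 active means inhibition above the mean inhibition of all tested compounds plus 3 SD, computed separately for each screening campaign, cut at about 15% in these data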
Target sequence (P62136 whole entry, looked up): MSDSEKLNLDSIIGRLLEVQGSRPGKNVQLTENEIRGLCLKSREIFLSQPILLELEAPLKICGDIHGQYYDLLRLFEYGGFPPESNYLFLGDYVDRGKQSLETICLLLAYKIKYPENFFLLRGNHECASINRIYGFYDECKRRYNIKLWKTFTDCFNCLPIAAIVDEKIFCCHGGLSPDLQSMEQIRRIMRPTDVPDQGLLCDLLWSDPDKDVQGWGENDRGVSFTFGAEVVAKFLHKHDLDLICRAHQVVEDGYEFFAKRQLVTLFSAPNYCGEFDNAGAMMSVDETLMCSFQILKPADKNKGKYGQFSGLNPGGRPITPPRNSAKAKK
LYPLA2 counter = LYPLA2 inhibitors, primary screen, counter-screen for PME1 inhibitor project, biochemical, fluorescence polarization, FP-Rh probe ABPP; Acyl-protein thioesterase 2 (Homo sapiens), O95372; recombinant LYPLA2; inhibition, % at 5.9 µM; 320,000 compounds, 0.38% hits; AID 2177, 2009;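 active means inhibition above the screen-wide mean plus 3 SD, limit set per campaign, cut at about 26% in these data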;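 further: 0% = LYPLA2 with DMSO and 100% = wells lacking LYPLA2 enzyme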
Target sequence (O95372 whole entry, looked up): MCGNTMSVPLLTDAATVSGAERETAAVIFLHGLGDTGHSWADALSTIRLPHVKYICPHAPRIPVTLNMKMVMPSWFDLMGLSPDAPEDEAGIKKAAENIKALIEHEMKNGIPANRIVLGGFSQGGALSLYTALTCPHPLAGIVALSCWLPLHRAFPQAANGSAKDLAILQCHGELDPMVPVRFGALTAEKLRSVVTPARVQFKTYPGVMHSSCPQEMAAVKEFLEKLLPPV
GASC-1 inh = inhibitors of GASC-1 histone demethylase, primary screen, biochemical, fluorescence, DELFIA europium | Lysine-specific demethylase 4C (Homo sapiens), Q9H3R0 | GST-JMJD2C(1-420) H3K9me3 demethylation | inhibition, % at 2.35 µM | 330,000 compounds, 0.069% hits | AID 2099, 2009;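 active means more than half of a compound's replicate wells show inhibition beyond 50%, single wells judged on their own value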;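 further: signal counts dimethyl H3K9 product captured on neutravidin plate; 0% = median of DMSO wells and 100% = 0.3 times that DMSO median; strong numbers were not always called active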
HCV core dimer = inhibitors of HCV core protein dimerization, primary screen, biochemical, TR-FRET, high-throughput. inhibition, % at 5 µM. AID 1899, 2009. 300,000 compounds, 0.33% hits. TR-FRET GST/Flag-core106 dimerization, 1536-well;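 active means inhibition above the mean of all tested compounds plus 3 SD, set per screening campaign, cut at about 45% in these data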
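Assay system: tagged HCV core106 pair (GST and Flag); medium: KF-containing HEPES buffer, pH 7.45, DTT, CHAPS, BSA; also added: Eu donor and XL665 acceptor anti-tag antibodies; dosing: 5 µM single dose; timing: compound-protein-antibody incubation 4 h at 22.5 °C; signal: TR-FRET 671 and 617 nm emission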
TPT1 inh = Candida albicans TPT1 enzyme inhibitors, primary screen, biochemical, fluorescence polarization | 300,000 compounds, 0.81% hits | inhibition, % at 5 µM | recombinant caTPT1, FP RNA substrate dephosphorylation | AID 1962, 2009;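 active means inhibition above the mean of all tested compounds plus 3 SD, set per screening campaign, cut at about 24% in these data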;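 further: plate controls were DMSO alone for no effect and ferristatin control at 100 nM for full effect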
PREPL inh = PREPL enzyme inhibitors, primary screen, biochemical, fluorescence polarization. Prolyl endopeptidase-like (Homo sapiens), Q4J6C6. recombinant PREPL, fluorescence polarization activity-based probe. inhibition, % at 5.96 µM. 320,000 compounds, 0.68% hits. AID 2751, 2010; in the data active means inhibition above about 43%;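 further: 0% = enzyme with DMSO and 100% = wells lacking enzyme; many of its hits are not listed in these tables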
Fh CTSL1 inh = Fasciola hepatica cathepsin L1 inhibitors, primary screen, counter-screen for PFM18AAP inhibitor project, biochemical, QFRET, fluorogenic peptide substrate. recombinant F. hepatica cathepsin L1, Z-Leu-Arg-MCA fluorescence. inhibition, % at 5.96 µM. 300,000 compounds, 0.49% hits;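 active means inhibition above the mean of all tested compounds plus 3 SD, set per screening campaign, cut at about 17% in these data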;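 further: 0% = plate median of test compound wells and 100% = 1 µM Z-Phe-Ala-diazomethylketone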
PP5 inh = PP5 phosphatase inhibitors, primary screen, biochemical, fluorescence. purified PP5c, OMFP substrate fluorescence. inhibition, % at 6.7 µM. 320,000 compounds, 0.18% hits;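 active means inhibition above the campaign's mean inhibition across all tested compounds plus 3 SD, cut at about 9.5% in these data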;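 further: 0% = DMSO only and 100% = 100 µM cantharidin control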
Target sequence (P53041 whole entry, looked up): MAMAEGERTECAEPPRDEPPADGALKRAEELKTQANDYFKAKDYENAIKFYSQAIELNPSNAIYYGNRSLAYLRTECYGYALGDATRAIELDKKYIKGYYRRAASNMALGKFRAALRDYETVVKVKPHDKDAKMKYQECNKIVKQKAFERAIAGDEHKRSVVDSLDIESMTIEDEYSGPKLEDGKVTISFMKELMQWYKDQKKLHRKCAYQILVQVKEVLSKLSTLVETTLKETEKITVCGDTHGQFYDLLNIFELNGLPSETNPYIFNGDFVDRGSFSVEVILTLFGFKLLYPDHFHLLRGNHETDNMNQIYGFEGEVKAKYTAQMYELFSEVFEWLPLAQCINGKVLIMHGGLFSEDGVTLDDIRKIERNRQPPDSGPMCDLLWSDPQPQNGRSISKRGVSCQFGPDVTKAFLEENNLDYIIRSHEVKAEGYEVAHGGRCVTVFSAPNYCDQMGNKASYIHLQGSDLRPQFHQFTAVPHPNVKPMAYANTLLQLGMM
Active calls of the source: *; . = not tested or not shown. These rows are one share of the data; the hit share may differ from the screen's.

Values in the order – Efflux pump mplx	PP1 inh	LYPLA2 counter	GASC-1 inh	HCV core dimer	TPT1 inh	PREPL inh	Fh CTSL1 inh	PP5 inh
[1] Cc1ccsc1/C=N/NC(=O)CNC(=O)c1ccccc1
    0.0	-4	6	-2	3	0	1	1	2.9
[2] COc1ccc(C(=O)O/N=C(\N)c2ccc(Br)cc2)cc1
    0.0	8	-8	-3	-3	1	12	4	2.2
[3] C=CCN1C(=O)C(CC(=O)Nc2ccccc2)S/C1=N/c1nccs1 (stereo not given)
    0.0	-1	-1	-5	0	-1	0	-3	2.3
[4] COc1ccc(/C=C(\NC(=O)c2ccco2)C(=O)NC(Cc2ccccc2)C(=O)O)cc1 (stereo not given)
    0.4	-1	-4	0	-4	3	17	2	-1.0
[5] COc1ccc(-c2cc(C(=O)Nc3ccc(Br)cc3)no2)cc1
    0.2	-1	1	5	12	-3	4	2	2.7
[6] CC(C)Cc1cc(C(=O)NCCN2CCOCC2)no1
    0.1	-1	-4	3	6	1	4	-1	-1.2
[7] COc1cc2c(cc1OC)C(c1ccccc1O)N(C1CC(=O)N(c3ccccc3)C1=O)CC2 (stereo not given)
    -0.1	-3	1	10	4	-2	9	-1	3.0
[8] Fc1ccc(N=C2NN=C(c3cc(F)ccc3F)CS2)cc1
    -0.1	-2	-5	-2	-13	2	3	1	1.4
[9] Cc1cccc(NC(=O)CSc2nc3ccccc3nc2N2CCCC2)c1C
    0.0	1	2	-2	-9	-2	-2	-1	0.5
[10] Cc1nc(N2CCN(C(=O)c3ccco3)CC2)nc2c1C(=O)CCC2
    4.4	-3	8	8	-8	0	2	0	1.7
[11] CC(C)CC(C(=O)NCc1ccccn1)N1C(=O)c2ccccc2C1=O (stereo not given)
    -0.1	0	1	11	-1	1	10	8	-0.5
[12] CCOC(=O)c1c(CN2CCCCC2C)oc2ccc(OC)cc12 (stereo not given)
    0.0	0	-1	3	-9	-1	11	7	4.7
[13] CCCNC(=O)c1ccc(Cn2cc(C(F)(F)F)ccc2=O)cc1
    -0.1	0	4	0	2	0	2	1	0.2
[14] COc1ccc(N2CCN(C(=O)[C@H](C)NC(=O)c3ccccc3Cl)CC2)cc1
    -0.2	-3	2	12	-12	-3	23	5	-1.0
[15] Cc1ccc(CN2CC(C(=O)NC3CCCC(C)C3C)CC2=O)cc1 (stereo not given)
    -0.1	-3	3	0	.	.	-9	.	-1.3

Values in the order – Efflux pump mplx	PP1 inh	LYPLA2 counter	GASC-1 inh	HCV core dimer	TPT1 inh	PREPL inh	Fh CTSL1 inh	PP5 inh
[16] O=C(N/C(=C/c1ccc(Br)cc1)C(=O)N1CCCC1)c1cccs1
    0.2	1	-11	-16	-8	4	-1	0	0.6
[17] O=C1c2cccc3cc(Br)cc(c23)C(=O)N1Nc1ccc(Br)cc1
    -0.3	2	1	4	27	3	-1	1	1.8
[18] COc1ccc(-c2ccnc3c(C#N)cnn23)cc1
    0.1	-1	-5	-13	-3	-1	-1	-1	-1.4
[19] CCOc1ccc(CCNC(=O)c2ccc(=O)[nH]c2)cc1OCC
    0.2	5	-2	4	-10	3	7	3	-0.8
[20] CCc1ccccc1NC(=O)COc1ccc(C(=S)N2CCCC2)cc1
    -0.1	-1	-3	-1	2	2	14	1	-3.6
[21] Cc1nc(CNC(=O)C2CCC(=O)N(Cc3cccc(F)c3)C2)sc1C (stereo not given)
    0.0	-6	11	11	-13	2	6	-13	-1.9
[22] CC1(C)CC(=O)C=C(NC2CCCCCC2)C1
    -0.1	-2	-2	-1	-10	-4	11	3	-0.6
[23] COc1ccc(S(=O)(=O)NC(C)C(=O)NCc2ccncc2)cc1C (stereo not given)
    -0.1	-1	-4	3	-10	2	6	4	1.1
[24] CCCOc1ccc(C2Nc3cccc4cccc(c34)N2)cc1
    -0.1	4	-4	12	3	3	2	-2	4.1
[25] CCNC(=O)C/C(C)=N/NC(=O)C12CC3CC(CC(C3)C1)C2
    0.2	-6	-1	36	1	3	5	0	-0.8
[26] COc1ccc(C(=O)NCCN=C2NS(=O)(=O)c3ccccc32)cc1
    -0.2	-4	-1	10	8	-4	1	1	-0.5
[27] N#CC(=C1SC=CS1)c1nc(-c2ccccc2)cs1
    0.0	-2	4	1	0	4	10	4	2.4
[28] COc1ccc(-c2ccc(/C=N/N3C(=O)C4C5C=CC(C6CC56)C4C3=O)o2)c([N+](=O)[O-])c1 (stereo not given)
    -0.4	3	12	14	34	-17	15	3	1.8
[29] Cc1cc2c(OCC(O)CNCc3ccco3)cccc2[nH]1 (stereo not given)
    -0.5	-3	0	-6	-4	-3	33	0	1.3
[30] Cc1ccccc1-c1nc2sc(-c3ccccc3)cc2c(=O)o1
    -0.1	-2	2	15	7	-5	14	4	-0.5

Shown tab-delimited: part of the list above
item	structure	Efflux pump mplx	PP1 inh	LYPLA2 counter	GASC-1 inh	HCV core dimer	TPT1 inh	PREPL inh	Fh CTSL1 inh	PP5 inh
22	CC1(C)CC(=O)C=C(NC2CCCCCC2)C1	-0.1	-2	-2	-1	-10	-4	11	3	-0.6
23	COc1ccc(S(=O)(=O)NC(C)C(=O)NCc2ccncc2)cc1C (stereo not given)	-0.1	-1	-4	3	-10	2	6	4	1.1
24	CCCOc1ccc(C2Nc3cccc4cccc(c34)N2)cc1	-0.1	4	-4	12	3	3	2	-2	4.1
25	CCNC(=O)C/C(C)=N/NC(=O)C12CC3CC(CC(C3)C1)C2	0.2	-6	-1	36	1	3	5	0	-0.8
26	COc1ccc(C(=O)NCCN=C2NS(=O)(=O)c3ccccc32)cc1	-0.2	-4	-1	10	8	-4	1	1	-0.5
27	N#CC(=C1SC=CS1)c1nc(-c2ccccc2)cs1	0.0	-2	4	1	0	4	10	4	2.4
28	COc1ccc(-c2ccc(/C=N/N3C(=O)C4C5C=CC(C6CC56)C4C3=O)o2)c([N+](=O)[O-])c1 (stereo not given)	-0.4	3	12	14	34	-17	15	3	1.8
29	Cc1cc2c(OCC(O)CNCc3ccco3)cccc2[nH]1 (stereo not given)	-0.5	-3	0	-6	-4	-3	33	0	1.3
30	Cc1ccccc1-c1nc2sc(-c3ccccc3)cc2c(=O)o1	-0.1	-2	2	15	7	-5	14	4	-0.5

The results go on.
Values in the order – Efflux pump mplx	PP1 inh	LYPLA2 counter	GASC-1 inh	HCV core dimer	TPT1 inh	PREPL inh	Fh CTSL1 inh	PP5 inh
[31] Cc1cc(C)c2c(CC(=O)NN(C)C)coc2c1
    0.0	-1	5	1	-1	1	8	1	-2.4
[32] Cc1ccccc1NC(=O)c1c(-c2ccccc2)noc1C
    -0.1	2	3	6	-4	-5	6	0	0.5
[33] CCN1CCN(C(=S)Nc2cccc(C(F)(F)F)c2)CC1
    -0.1	-7	0	4	6	4	2	-2	0.2
[34] Cn1c(=O)oc2cc(S(=O)(=O)NCc3ccc(F)cc3)ccc21
    0.0	1	0	-1	-6	13	-3	1	0.5
[35] C[C@H](NC(=O)[C@@H]1CCC(=O)N1Cc1ccco1)c1ccccc1
    0.0	-2	5	4	-12	-1	8	-1	5.0
[36] COc1ccccc1CC(=O)N(CCC#N)CCC#N
    0.0	-3	2	1	1	0	1	0	-1.5
[37] CCC(C)N(C)Cc1cccc(C2(O)CCN(S(=O)(=O)c3ccc(F)cc3)CC2)c1 (stereo not given)
    0.3	5	-6	3	-4	0	17	-7	4.8
[38] COc1ccc(CC(=O)OC(C)CN2CCCC2)cc1 (stereo not given)
    -0.1	-1	-5	-7	-7	0	9	9	2.1
[39] COCCN(CCOC)S(=O)(=O)c1ccc(C(=O)Nc2sc3c(c2C(N)=O)CCCCC3)cc1
    -0.1	-5	3	4	5	-2	6	-2	2.5
[40] O=C(O)c1cccnc1SCC(=O)N1CCCCCC1
    -0.1	-1	-6	-17	1	0	11	1	-1.8
[41] NC(=O)CC(NC(=O)Cc1cccc2ccccc12)c1ccc(N2CCN(c3ccccn3)CC2)c([N+](=O)[O-])c1 (stereo not given)
    -0.1	-4	-4	-11	-1	-2	10	-3	4.4
[42] CC1CCCCN1S(=O)(=O)c1ccc(C(=O)Nc2nnc(C3CC3)o2)cc1 (stereo not given)
    -0.2	20*	8	-2	-1	-2	-3	1	1.6
[43] N#CC1CCN(c2ncccc2[N+](=O)[O-])CC1
    0.1	-4	1	14	-3	0	-7	2	4.2
[44] CCN(CC)C(=O)/C(=C\c1ccncc1)NC(=O)c1ccccc1
    -0.1	-4	0	-1	9	0	-2	0	-0.5
[45] Cc1cc(NC(=S)NC(=O)CC(C)C)ccc1Br
    -0.2	2	-3	1	1	1	4	7	2.8

Values in the order – Efflux pump mplx	PP1 inh	LYPLA2 counter	GASC-1 inh	HCV core dimer	TPT1 inh	PREPL inh	Fh CTSL1 inh	PP5 inh
[46] CC(=O)c1cccc(NC(=S)NC(=O)C(C)C)c1
    -0.1	-1	7	2	-1	0	10	-2	2.3
[47] CC(C)NC(=O)CCc1nc2cccnc2n1-c1ccccc1
    0.0	-3	1	0	0	2	-4	-3	-1.3
[48] O=C(NCc1ccccc1)c1ccc(F)c(F)c1
    0.0	-4	9	9	0	-3	2	-5	-1.7
[49] COCCCN(C(=O)CCOc1ccc(C)cc1)c1c(N)n(Cc2ccccc2)c(=O)[nH]c1=O
    0.5	-5	-1	-16	3	4	14	-1	3.7
[50] O=C(COC(=O)C1CCN(c2ccc(C(F)(F)F)cn2)CC1)Nc1ncc(Cl)cc1Cl
    -0.1	-2	6	-2	.	.	-4	.	2.0
[51] Cn1c(Cc2cccs2)nnc1SCC(=O)Nc1ccccc1
    -1.1	-4	-5	2	-3	2	1	3	-1.4
[52] Cc1nnc(NC(=O)CSC2CCCCC2)s1
    0.1	1	3	-5	18	0	-9	5	-1.4
[53] O=C(C1CCCN(S(=O)(=O)c2cccc3nsnc23)C1)N1CC=C(c2ccccc2)CC1 (stereo not given)
    0.0	10	-1	.	13	-3	27	-1	2.1
[54] Cc1ccc(N2CC(C(=O)N3CCC4(CC3)CC(=O)c3ccccc3O4)CC2=O)cc1C (stereo not given)
    0.1	-1	4	-13	4	1	18	-1	-1.9
[55] CCCCc1c(C)nc2ccc(C)cc2c1SCCC(=O)O
    0.0	-2	14	4	1	-2	5	-4	1.7
[56] Cc1nn(Cc2ccccc2)c(Cl)c1/C=C/C(=O)OC(C)C(=O)N1CCCC1 (stereo not given)
    0.0	-2	5	0	3	0	3	-3	-1.6
[57] COc1ccccc1CCCNC(=O)C1CCC(=O)N(CCN2CCOCC2)C1 (stereo not given)
    0.1	-3	-3	-3	-1	3	0	1	-4.1
[58] CCOC(=O)N1CCC(N2C(=O)c3ccccc3C2Nc2cccnc2)CC1 (stereo not given)
    0.1	-4	5	17	-1	-3	10	0	-0.5
[59] O=C(O)c1ccccc1SC1CC(=O)N(C2CCCCC2)C1=O (stereo not given)
    -0.1	1	4	2	11	-1	-1	2	-0.1
[60] CC(=O)c1cccc(NS(=O)(=O)N2CCCCC2)c1
    -0.1	-3	4	1	-4	-3	2	3	-2.1
